# High-throughput results deposited in PubChem by National Center for Advancing Translational Sciences (NCATS).
# FUS suppressor – rescues growth of FUS-expressing yeast; S. cerevisiae FUS-expressing, growth rescue, OD600, 24 h; Potency, µM (highest dose often 76.6 µM), inactives show at the top dose growth rescue (activation), usual class: activators; 390,000 tested, 0.24% active; AID 1347120;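 note: potency is the fitted concentration of half-maximal effect; plate controls were DMSO vehicle for no effect and reference control for full effect; nearly all actives have a fitted effect of over 55% in size; some results filed as inactive show a strong effect at the top dose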
#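 Compound concentration series was pinned onto galactose-induced FUS-expressing yeast seeded at OD 0.005. Plates sat 24hr at 30C; absorbance at 600 nm gave growth. DMSO served as background control.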
# Abeta rescue – A-beta toxicity reversal in yeast; Potency, µM (top dose mostly 46.1 µM), without a hit: at the top dose growth rescue, actives largely listed as activators; AID 1347071; 410,000 tested, 0.063% active; yeast expressing A-beta42, growth rescue, OD600, 48 h; response scale: 0% DMSO, 100% iron-clioquinol control; note: potency is the fitted concentration of half-maximal effect; nearly all actives have a fitted effect of over 55% in size
#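 Yeast growth medium received pinned compounds, then yeast cells expressing toxic A-beta were added; plates incubated at 30 C for 48 hr. Growth read as absorbance at 600 nm, normalized to DMSO and equimolar FeCl3 plus clioquinol controls.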
# Mm-Cpn inhibitor – inhibitors of Methanococcus maripaludis chaperonin (MmCpn); purified Mm-Cpn ATPase, ADP Transcreener TR-FRET; Potency, µM (top dose mostly 76.9 µM), for inactives: at the highest dose activity, negative = inhibition, hits mostly inhibitors; 330,000 tested, 0.031% active; AID 504842; note: potency is the fitted concentration of half-maximal effect; % is set by controls: 0 for no effect and ±100 for the full control effect; nearly all actives have a fitted effect of over 80% in size
#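 Purified archaeal chaperonin (25 nM final) was preincubated with compound for 10 min at 37°C, then ATP (10 uM final) was added for 30 min at 37°C in Tris pH 7.4/KCl/MgCl2/DTT buffer. ADP was quantified by HTRF Transcreener TR-FRET.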
# GLP1R inv ag – GLP-1 receptor (human) inverse agonism. P43220. HEK293 GLP-1R CRE-luciferase, luminescence, 24 h; GLP-1R form is constitutively active. Potency, µM (series often up to 38.3 µM), inactives show at the highest dose activity change, negative = inhibition, actives largely listed as inhibitors. 410,000 tested, 1.6% active. AID 624417; note: potency is the fitted concentration of half-maximal effect; % is set by controls: 0 for no effect and ±100 for the full control effect; nearly all actives have a fitted effect of over 55% in size
# Target sequence (P43220 whole entry, looked up): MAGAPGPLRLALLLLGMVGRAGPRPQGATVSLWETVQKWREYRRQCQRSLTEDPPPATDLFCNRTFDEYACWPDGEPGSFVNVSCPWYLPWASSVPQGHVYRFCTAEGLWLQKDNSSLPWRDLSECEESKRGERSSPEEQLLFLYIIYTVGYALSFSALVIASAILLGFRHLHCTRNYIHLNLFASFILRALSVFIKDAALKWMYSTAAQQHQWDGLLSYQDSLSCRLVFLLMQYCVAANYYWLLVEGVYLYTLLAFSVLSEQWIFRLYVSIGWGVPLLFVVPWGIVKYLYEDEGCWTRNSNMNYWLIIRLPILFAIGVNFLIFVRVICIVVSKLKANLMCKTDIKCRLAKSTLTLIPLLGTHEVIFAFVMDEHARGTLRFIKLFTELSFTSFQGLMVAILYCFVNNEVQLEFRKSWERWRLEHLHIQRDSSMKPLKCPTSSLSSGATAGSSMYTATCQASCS
#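 Seeding at 200 cells/uL, 12 h culture, 24 hr compound treatment, then luciferase reagent and a luminescence read; cells are HEK293 stably expressing a constitutively active GLP-1R plus cAMP-responsive luciferase.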
# PTHR1 ag – PTHR1 (human) receptor agonism. Q03431. HEK293 GP2 PTHR1 cells, GloSensor cAMP luminescence, 1 h. Potency, µM (series often up to 115 µM), inactives show top-dose activation, usual class: activators. 410,000 tested, 0.075% active. AID 743266; note: potency is the fitted concentration of half-maximal effect; nearly all actives have a fitted effect of over 55% in size; some results filed as inactive show a strong effect at the top dose; inactives centre near -15; many of its hits are not listed in these tables
# Target sequence (Q03431 whole entry, looked up): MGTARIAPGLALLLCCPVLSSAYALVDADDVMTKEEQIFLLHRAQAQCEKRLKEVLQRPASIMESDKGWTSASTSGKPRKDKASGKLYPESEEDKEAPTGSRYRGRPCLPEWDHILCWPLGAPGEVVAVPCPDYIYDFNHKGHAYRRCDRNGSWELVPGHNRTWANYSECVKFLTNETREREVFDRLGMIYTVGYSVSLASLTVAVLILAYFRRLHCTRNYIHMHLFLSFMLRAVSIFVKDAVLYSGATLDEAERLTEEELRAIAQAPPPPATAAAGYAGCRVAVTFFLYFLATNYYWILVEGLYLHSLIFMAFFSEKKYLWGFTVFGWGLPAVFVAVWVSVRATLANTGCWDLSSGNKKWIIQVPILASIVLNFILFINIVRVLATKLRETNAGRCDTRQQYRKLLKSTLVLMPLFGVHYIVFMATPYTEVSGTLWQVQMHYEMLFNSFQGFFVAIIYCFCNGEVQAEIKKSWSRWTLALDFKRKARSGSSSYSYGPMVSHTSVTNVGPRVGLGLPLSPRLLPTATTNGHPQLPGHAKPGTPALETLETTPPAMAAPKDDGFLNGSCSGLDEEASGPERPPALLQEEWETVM
#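 HEK-293-derived GP2 cells expressing PTHR1 and a GloSensor cAMP reporter, 3,000/well, plated overnight, given luciferin plus IBMX (each 0.5 mM as added) for 1 h at 37 °C, then compound for 1 h at 37 °C. Luminescence was read after 15 min at room temperature.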
# GLP1R cytotox – cytotoxicity counter-screen for GLP-1 receptor inverse agonists; AID 624418; Potency, µM (doses to about 38.3 µM), for inactives: at the highest dose activity change, negative = inhibition, hits mostly inhibitors; 410,000 tested, 0.13% active; HEK293 cAMP-luciferase reporter cells, luminescence, 24 h;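 note: loss of luciferase light is scored as toxicity; potency is the fitted concentration of half-maximal effect; % is set by controls: 0 for no effect and ±100 for the full control effect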
#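 To flag toxic compounds, the library was rerun on cells for 24 hr at 37 deg C and 5% CO2. Viability-linked luminescence was captured 12 min after adding luciferase detection reagent.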
# pAkt inh – Akt phosphorylation inhibition. Neuro2A IGF-stimulated pAkt S473 HTRF, 20 min; stronger effect = lower value. activity change, % for hits at 50 µM. 360,000 tested, 0.32% active. AID 651550; in the data active = activity change below about -80%; inconclusive = mostly about -51% to -80%; note: % is set by controls: 0 for no effect and ±100 for the full control effect
#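 Single-point screen (50 µM final compound) in Neuro2A cells stimulated 20 min with 6 nM IGF at 37 deg C. After lysis, Ser473-phosphorylated Akt read by HTRF (ex 330 nm, em 615/665 nm) as the 665/615 ratio.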
# aSyn rescue – rescues yeast growth from alpha-synuclein toxicity | Potency, µM (doses to about 46.1 µM), without a hit: at the top dose growth rescue (activation), most hits filed as activators | Yeast expressing alpha-synuclein, growth rescue, BacTiter-Glo, 24 h | AID 652106 | 370,000 tested, 0.14% active; note: potency is the fitted concentration of half-maximal effect; % of control where 0% means no effect; nearly all actives have a fitted effect of over 65% in size
#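 Readout is rescue of growth in alpha-synuclein-expressing yeast, so inhibitors of toxicity appear as activators. Growth after 24 hr at 30 deg C in galactose medium is quantified by luminescence.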
# TDP43 rescue – inhibitors of TDP-43 toxicity in yeast; Potency, µM (series often up to 46.1 µM), without a hit: at the top dose growth rescue (activation), actives largely listed as activators; 410,000 tested, 1.8% active; TDP-43 expressing yeast growth rescue, BacTiter-Glo, 24 h; note: potency is the fitted concentration of half-maximal effect; % of control where 0% means no effect; nearly all actives have a fitted effect of over 50% in size
#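 Yeast cells expressing TDP-43 under galactose induction are exposed to compounds for 24 hr at 30 deg C. BacTiter-Glo luminescence measures growth, so protective compounds score as activators.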
# The depositor's hits bear a star; i = inactive; ? = inconclusive; . = not tested or not shown; [ ] = another dose, or the depositor's remark. Unless noted, calls come from the whole dose curve; as a rule, active = well fitted curve in the direction sought with a large enough effect; inconclusive = small, poorly fitted or top-dose-only effect, or another doubt; inactive = no such curve, though single readings can be large; an effect the other way counts as inactive or inconclusive. This is a subset, so the mix of outcomes need not match the whole.
SMILES,FUS suppressor,Abeta rescue,Mm-Cpn inhibitor,GLP1R inv ag,PTHR1 ag,GLP1R cytotox,pAkt inh,aSyn rescue,TDP43 rescue
CCNC(=O)/C(=C/c1ccc2c(c1)OCO2)NC(=O)c1ccc(Br)cc1,-3.6%,14.4%,1.0%,-27.1%,i,-7.0%,i,-5.9%,10.4%
O=[N+]([O-])/C(C(Cl)=C(Cl)Cl)=C(\Sc1ccccc1)N1CCCCC1,-26.5%,4.8%,0.3%,9.3%,-23.6%,3.2%,i,-2.2%,4.8%
CCCN(CC(=O)Nc1ccccc1C)C(=O)Cc1cccs1,-14.8%,3.6%,-0.2%,221.9%[activator],i,49.2%[activator],i,5.6%,9.9%
CCC(=O)NC1(C(F)(F)F)C(=O)NC(C)=C1C#N (configuration not stated),8.0%,3.4%,-1.3%,0.4%,-74.3%[inhibitor][57.5 µM],-11.0%,i,-1.2%,-5.2%
O=C(Cc1ccc(Cl)cc1)Nc1ncc([N+](=O)[O-])s1,33.7%,-17.2%,-19.5%,-27.2%,i,?,i,-7.5%,14.6%
Fc1ccc(Nc2nc(SCc3ccccc3F)nc3ccccc23)cc1,3.6%,-64.8%[inhibitor],.,?,-33.1%[inhibitor],-4.2%,.,.,-91.6%[inhibitor]
Cn1c(SCc2cc(=O)[nH]c(C(C)(C)C)n2)nnc1C(F)(F)F,6.0%,-2.8%,-0.4%,1.2%,i,4.8%,i,-3.6%,12.0%
COc1ccc(C)cc1NC(=O)c1cccc(C(=O)Nc2cc(C)ccc2OC)n1,-4.6%,-1.8%,-0.5%,11.9%,-15.6%,-12.7%,i,-0.4%,-10.7%
COCc1cc(=O)n2[nH]c(C)c(-c3ccccc3)c2n1,12.7%,-20.4%,-2.1%,1.0%,-11.6%,-4.9%,i,-0.4%,-1.5%
O=C(NCC(=O)N1CCN(Cc2ccccc2)CC1)c1ccc(Br)o1,-8.1%,-0.4%,-0.5%,22.6%,i,-2.7%,i,-7.0%,-6.6%
COc1ccccc1-c1cc(C(=O)NCc2ccc(Cl)cc2)no1,22.9%,10.0%,1.5%,0.0%,-24.1%,-0.2%,i,2.2%,-20.0%
CN1CCC(N2CCN(C3CN(Cc4cn(Cc5ccc(F)cc5)nn4)S(=O)(=O)C3)CC2)CC1 (configuration not stated),5.0%,-2.2%,.,31.0%[activator],i,-4.4%,i,-5.6%,22.1%
O=C(OCCN1C(=O)c2ccccc2C1=O)Oc1ccccc1,-15.8%,-3.5%,2.0%,-3.7%,-24.8%,6.3%,.,-0.9%,21.5%
O=C1NC(NS(=O)(=O)c2ccc(Cl)cc2)(C(F)(F)F)C(=O)N1c1ccccc1 (configuration not stated),7.6%,23.1%,1.7%,7.5%,i,1.3%,i,-1.3%,17.8%
COc1cc(Cl)c(CNC[C@H]2O[C@@H](n3ccc(=O)[nH]c3=O)[C@H](O)[C@@H]2O)c(Cl)c1O,-20.8%,-6.7%,.,-5.4%,29.4%,-0.2%,i,3.4%,-20.3%

# 3 of the entries above in order of their number in PTHR1 ag, smallest number first:
mol	PTHR1 ag
COc1ccc(C)cc1NC(=O)c1cccc(C(=O)Nc2cc(C)ccc2OC)n1	-15.6%
COCc1cc(=O)n2[nH]c(C)c(-c3ccccc3)c2n1	-11.6%
COc1cc(Cl)c(CNC[C@H]2O[C@@H](n3ccc(=O)[nH]c3=O)[C@H](O)[C@@H]2O)c(Cl)c1O	29.4%

# Continuation:
SMILES,FUS suppressor,Abeta rescue,Mm-Cpn inhibitor,GLP1R inv ag,PTHR1 ag,GLP1R cytotox,pAkt inh,aSyn rescue,TDP43 rescue
CC1CCN(S(=O)(=O)c2ccc(C(=O)N3CCCC(C(F)(F)F)C3)cc2)CC1 (configuration not stated),24.5%,-26.5%,-0.9%,2.5%,i,3.4%,i,-6.1%,15.7%
CC(=O)N1CCN(C(C)=O)C1c1ccccc1,2.2%,-9.1%,1.1%,0.2%,i,-3.8%,i,-8.6%,-9.8%
CSc1cccc(NC(=O)C2CCN(S(=O)(=O)c3ccc4c(c3)CCCN4C(=O)C3CCC3)CC2)c1,43.4%,-11.8%,.,-27.8%,i,1.8%,.,.,12.5%
Cc1csc(NC(=O)/C=C/c2ccco2)n1,20.5%,10.6%,1.4%,-12.9%,i,-4.0%[1.53 µM],i,-2.3%,13.6%
CC1(c2ccccc2Cl)NC(=O)N(CC(=O)N2CCc3ccccc32)C1=O (configuration not stated),33.2%,-1.6%,2.3%,?,i,0.7%,i,0.7%,-26.1%
Cc1noc(C)c1CSc1nnc2ccc3ccccc3n12,7.4%,-2.1%,-1.1%,10.5%,i,-27.3%,i,-3.1%,-18.9%
Cc1ccc(C(=O)COC(=O)CNC(=O)c2ccco2)cc1,9.8%,10.1%,1.0%,-8.3%,-14.6%,-5.9%,.,.,-6.9%
O=S(=O)(c1cccs1)N1CCN(c2ccnc3cc(Cl)ccc23)CC1,9.8%,-12.7%,-0.4%,-18.9%,-72.4%[inhibitor],?,i,3.9%,-20.5%
O=C(c1ccc(S(=O)(=O)Nc2ccc(F)cc2)cc1)N1CCN(c2ccccn2)CC1,21.0%,-5.4%,0.8%,?,-21.3%,-8.6%,i,-1.0%,1.4%
CCN(c1ccccc1)S(=O)(=O)c1cccc(C(=O)NCC(c2ccc(OC)cc2)N2CCCCC2)c1 (configuration not stated),16.5%,-1.2%,.,?,i,-8.4%,i,-0.2%,7.3%
COc1ccc(NC(=O)/C(C#N)=C/c2ccc[nH]2)c(OC)c1,16.3%,4.2%,0.8%,1.4%,i,-3.4%,i,1.9%,12.4%
[N-]=[N+]=NCCN1CCN(CCc2ccccc2)CCC1=O,0.2%,2.8%,2.7%,-5.1%,i,-13.9%,i,0.5%,2.3%
COc1ccccc1CNC(=O)c1ccc(-c2ccccc2C(F)(F)F)o1,39.5%,-1.5%,-0.6%,?,-19.6%,7.1%,i,15.3%,?
Cc1ccc2c(CN3CCN(C(=O)c4ccco4)CC3)cc(=O)oc2c1C,1.9%,-6.0%,1.5%,26.8%,i,-8.9%,i,4.6%,?
Cc1ccc(C(=O)c2coc3ccc(O)c(CN4CCN(C)CC4)c23)cc1,27.8%,6.2%,-0.1%,?,-3.0%[57.5 µM],-38.1%,i,-9.9%,12.6%
COc1ccc(COc2cc(-c3cccc(OC)c3)nc3ccc(NC(=O)C(C)C)cc23)cc1,-10.5%,3.6%,0.9%,?,-6.1%,3.4%,i,3.8%,4.4%
CCOc1cc(N2CCOCC2)c(OCC)cc1NC(=O)CN1C(=O)NC(CC)(c2ccc(F)cc2)C1=O (configuration not stated),.,-3.6%,.,-9.3%,23.2%,0.7%,i,1.9%,23.1%
Cc1ccc(OC(=O)c2ccc(S(=O)(=O)N(C)C)cc2)c(-n2nc3ccccc3n2)c1,32.9%,-4.0%,0.2%,6.4%,-55.7%[inhibitor][57.5 µM],3.8%,i,5.1%,-9.1%
COc1ccc(S(=O)(=O)N2CCOCC2)cc1NC(=O)CN1C(=O)NC2(CCCC2)C1=O,24.8%,-1.7%,-2.0%,6.5%,i,2.4%,i,-1.3%[1.84 µM],-3.1%
Cc1noc(Cn2c(=O)c3ccccc3n(CC(=O)Nc3ccc(F)cc3F)c2=O)n1,-22.5%,-18.4%,.,8.0%,-31.0%[inhibitor],-0.9%,.,.,-23.1%
CCN(CC(=O)Nc1c(F)cccc1F)C(=O)CSc1ccccc1,15.1%,7.7%,2.1%,-5.2%,-20.0%,-0.4%,i,-0.5%,-22.3%
Cc1ccc(C)c(NC(=O)c2cc(S(=O)(=O)NCc3ccccc3)ccc2F)c1,1.9%,-7.5%,.,-15.0%,-1.8%,0.1%,.,.,13.0%
Cn1c(=O)c2c(nc(SCC(=O)N3CCOCC3)n2C)n(C)c1=O,-5.3%,-12.9%,0.3%,12.3%,i,6.5%,i,0.2%,-18.9%
Cc1ccc(-c2cc(C(=O)N3CCN(C(=O)c4ccco4)CC3)[nH]n2)cc1C,5.8%,2.0%,1.2%,-6.9%,-3.6%,-1.7%,i,-0.3%,-22.0%
COc1cc(CN2CCCC(C(=O)c3ccc(C(C)(C)C)cc3)C2)cc(OC)c1O (configuration not stated),10.6%,2.6%,-3.1%,?,-8.2%,-29.1%,i,-0.2%,-1.4%
Cc1ccccc1NC(=S)NC(NC(=O)c1ccccc1C)C(Cl)(Cl)Cl (configuration not stated),16.2%,-4.4%,1.8%,?,i,-22.4%,i,-14.2%,-11.8%
O=C(NNC(=O)c1ccc[nH]1)Nc1cc(Cl)cc(Cl)c1,19.2%,1.9%,4.0%,-28.5%,i,-11.2%,i,-7.2%,-14.9%[1.82 µM]
O=c1ccccn1Cc1c(F)cccc1Cl,-14.1%,-17.3%,?,-8.2%,i,-0.8%,i,-14.6%,-7.8%
O=[N+]([O-])c1cc(S(=O)(=O)Nc2ccccc2)ccc1N1CCN(c2ccc(O)cc2)CC1,.,-14.4%,4.0%,?,-9.4%,-45.0%,i,8.1%,-5.2%
Cc1ccc(NS(=O)(=O)c2ccc(-c3ccc(=O)[nH]n3)o2)cc1Cl,0.5%,14.3%,1.3%,65.2%[activator],-5.2%,-5.1%,i,2.5%,-5.2%
Cc1ccc(S(=O)(=O)c2ccc(C)cc2)cc1,8.3%,5.4%,0.9%,-5.9%,i,-21.7%,.,1.3%,-6.5%
COc1ccc(NC(=O)CSC2=NN3CCCC(=O)N=C3S2)c(OC)c1,-15.5%,3.8%,2.4%,6.4%,1.8%,-10.6%,i,0.0%,-4.5%
